WRN helicase inh – inhibitors of human WRN helicase. WRN helicase unwinding, fluorescent forked duplex, kinetic. Potency, µM (highest dose often 114 µM), inactives show at the highest dose activity change, negative = inhibition, usual class: inhibitors. 360,000 tested, 0.46% active. AID 651768; further: potency means the concentration at half of the fitted maximal effect; on the % scale 0 is the no-effect control and ±100 the full control effect; nearly all actives have a fitted effect of over 55% in size
Target sequence (Q14191 whole entry, looked up): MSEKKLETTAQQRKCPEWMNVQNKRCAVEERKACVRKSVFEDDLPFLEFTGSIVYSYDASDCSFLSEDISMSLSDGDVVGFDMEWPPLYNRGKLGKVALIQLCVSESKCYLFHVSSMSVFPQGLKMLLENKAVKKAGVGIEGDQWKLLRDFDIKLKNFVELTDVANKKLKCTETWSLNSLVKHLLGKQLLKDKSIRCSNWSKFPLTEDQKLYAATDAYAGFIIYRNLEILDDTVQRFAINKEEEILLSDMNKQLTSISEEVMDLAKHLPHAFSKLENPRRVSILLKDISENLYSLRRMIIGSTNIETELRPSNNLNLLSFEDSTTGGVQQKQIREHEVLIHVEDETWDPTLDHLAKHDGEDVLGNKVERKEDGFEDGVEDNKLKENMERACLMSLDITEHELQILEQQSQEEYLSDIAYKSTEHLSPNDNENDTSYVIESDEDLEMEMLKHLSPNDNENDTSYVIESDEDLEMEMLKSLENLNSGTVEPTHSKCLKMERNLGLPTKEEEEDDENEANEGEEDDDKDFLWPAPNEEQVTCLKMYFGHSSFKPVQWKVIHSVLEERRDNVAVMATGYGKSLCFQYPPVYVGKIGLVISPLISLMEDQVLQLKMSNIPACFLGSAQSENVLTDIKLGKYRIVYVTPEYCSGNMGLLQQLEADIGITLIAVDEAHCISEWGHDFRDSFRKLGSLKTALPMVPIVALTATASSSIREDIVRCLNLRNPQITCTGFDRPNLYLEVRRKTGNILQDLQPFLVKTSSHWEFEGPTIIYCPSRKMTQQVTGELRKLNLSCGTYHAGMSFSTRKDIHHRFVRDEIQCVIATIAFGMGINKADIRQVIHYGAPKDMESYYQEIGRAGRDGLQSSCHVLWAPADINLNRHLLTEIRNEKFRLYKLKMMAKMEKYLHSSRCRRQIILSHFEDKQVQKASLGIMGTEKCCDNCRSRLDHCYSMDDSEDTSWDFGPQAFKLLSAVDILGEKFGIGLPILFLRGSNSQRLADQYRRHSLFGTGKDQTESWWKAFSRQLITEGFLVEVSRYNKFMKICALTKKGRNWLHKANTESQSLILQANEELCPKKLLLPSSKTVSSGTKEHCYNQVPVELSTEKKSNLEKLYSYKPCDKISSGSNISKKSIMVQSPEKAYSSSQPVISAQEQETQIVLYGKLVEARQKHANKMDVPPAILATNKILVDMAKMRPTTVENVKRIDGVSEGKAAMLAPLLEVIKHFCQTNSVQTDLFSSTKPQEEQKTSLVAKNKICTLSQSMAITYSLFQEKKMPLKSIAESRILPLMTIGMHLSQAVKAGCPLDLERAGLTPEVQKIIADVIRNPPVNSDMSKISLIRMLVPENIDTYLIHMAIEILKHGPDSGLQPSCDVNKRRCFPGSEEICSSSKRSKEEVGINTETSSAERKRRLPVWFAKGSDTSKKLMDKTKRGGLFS
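WRN at 20 nM final preincubated with compound 15 min at room temperature; reaction started with 100 nM fluorophore/quencher forked duplex oligonucleotide and 2 mM ATP final. Unwinding followed kinetically by red fluorescence (ex 525, em 598 nm).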
PI5P4K alpha inh – PI5P4K alpha (human) kinase inhibition | P48426 | PI5P4Kalpha enzyme, ADP-Glo luminescence, 60 min; active compounds read low | max response, % | 330,000 tested, 1.2% active; active means max response of -50% or lower; inconclusive means between -30% and -50%; inactive means -30% or higher; further: value at the top dose of about 77 µM; on the % scale 0 is the no-effect control and ±100 the full control effect
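Compounds were pin-transferred onto PI5P4Kalpha and substrate in HEPES pH 7.4 buffer with EGTA, CHAPS and 5% DMSO. ATP (5 microM final) started the reaction, which ran 60 minutes at room temperature before ADP-Glo detection.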
PLK1 PBD block – blocks phosphopeptide binding to human PLK1 polo-box domain | 360,000 tested, 2.8% active | Potency, µM, inactives show max response, negative = inhibition, actives largely listed as inhibitors | AID 720504 | Plk1 PBD binding of FITC phosphopeptide, fluorescence polarization; further: potency means the concentration at half of the fitted maximal effect; series mostly up to about 57 µM; on the % scale 0 is the no-effect control and ±100 the full control effect; nearly all actives have a fitted effect of over 65% in size
EPAC1 antagonist – EPAC1 (human) antagonism; EPAC1 GEF assay, Rap1b-BODIPY-GDP exchange fluorescence; Potency, µM (highest dose often 115 µM), without a hit: top-dose activity change, negative = inhibition, hits mostly inhibitors; 360,000 tested, 0.14% active;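 further: potency means the concentration at half of the fitted maximal effect; plate controls were vehicle for no effect and positive control for full effect; nearly all actives have a fitted effect of over 50% in size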
Abeta rescue – restores growth of yeast expressing A-beta42 peptide; yeast expressing A-beta42, growth rescue, OD600, 48 h; response scale: 0% DMSO, 100% iron-clioquinol control; Potency, µM (titrated, usually from 46.1 µM), inactives show at the highest dose growth rescue, usual class: activators; 410,000 tested, 0.063% active; further: potency means the concentration at half of the fitted maximal effect; nearly all actives have a fitted effect of over 55% in size
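Yeast A-beta toxicity model in growth medium with pinned compounds, 48 h at 30 C; growth read as absorbance at 600 nm. Normalized to FeCl3/clioquinol equimolar mix (positive) and DMSO (negative).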
FUS yeast rescue – rescues growth of FUS-expressing yeast. S. cerevisiae FUS-expressing, growth rescue, OD600, 24 h. Potency, µM (doses to about 76.6 µM), for inactives: at the top dose growth rescue (activation), actives largely listed as activators. 390,000 tested, 0.24% active. AID 1347120;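 further: potency means the concentration at half of the fitted maximal effect; plate controls were DMSO vehicle for no effect and reference control for full effect; nearly all actives have a fitted effect of over 55% in size; some results filed as inactive show a strong effect at the top dose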
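Steps: raffinose overnight preculture; dilution to OD 0.005 in 2% galactose minimal medium; compound addition (concentration series); 24hr at 30C, 99% humidity; absorbance read at 600 nm.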
IL-2 act – activators of IL-2; activation, % (series mostly up to about 46 µM); 360,000 tested, 0.065% active; IL-2 activation reporter assay, cell-based qHTS; stimulated with anti-CD3/CD4/CD28 beads; in transgenic mouse T cells; AID 652025; in the data active means activation above about 50%; inconclusive means mostly about 30% to 49%; further: 0% is about no effect
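EGFP and DsRed fluorescence is measured by plate cytometry in unstimulated transgenic mouse T cells exposed to compound for 60 minutes, then stimulated 18 hours at 37 degrees C with anti-CD3/anti-CD4 beads plus anti-CD28.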
EPAC1 ag – agonists of human EPAC1; O95398; EPAC1 agonist qHTS, biochemical assay; response scale: 100% = response to 6.5 mM cAMP; Potency, µM (top dose mostly 154 µM), for the others: top-dose activation, hits mostly activators; 360,000 tested, 0.073% active; further: potency means the concentration at half of the fitted maximal effect; nearly all actives have a fitted effect of over 60% in size
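Nucleotide exchange by EPAC1 (100 nM) on Rap1B–BODIPY-GDP (250 nM) in the presence of 50 uM GDP is tracked fluorescently at 480/540 nm over 30 min. Signals are normalized to a 6.5 mM cAMP control.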
An asterisk follows results filed as active; ? = inconclusive; / = no result given; & = joins results of further samples; [ ] = remark or other dose. Unless noted, the call rests on the fitted dose curve; in most records, active means well fitted curve in the direction sought with a large enough effect; inconclusive means small, poorly fitted or top-dose-only effect, or another doubt; inactive means no such curve, though single readings can be large; an effect the other way counts as inactive or inconclusive.

SMILES	WRN helicase inh	PI5P4K alpha inh	PLK1 PBD block	EPAC1 antagonist	Abeta rescue	FUS yeast rescue	IL-2 act	EPAC1 ag
COc1ccc(CNc2nc3nc(C)c(Cl)c(=O)n3[nH]2)cc1OC	1%	-4	-17%	-1%	2%	21%	7.6	-1%
CC(=O)[C@H]1CC[C@H]2[C@@H]3CCC4=CC(=O)CC[C@]4(C)[C@H]3[C@H](O)C[C@]12C	7%	-11	-5%	-12%	-32%	-33%	-0.3	-22%
COc1ccccc1OCC(=O)NCCC1=CCCCC1	-1%	-6	-1%	7%	-8%	/	0.1	-5%
C/C(=N\OCc1ccccc1)c1c(O)cc(C(C)C)n(-c2ccccc2)c1=O	2%	1	-7%	4%	6%	16%	1.2	7%
CCn1nc(C)c(CNC(=O)c2cc(COc3ccccc3SC)on2)c1C	18%	-13	0%	2%	-2%	35%	-5.9	-12%
O=C(CCSc1ccc(Cl)cc1)NC1CCCC1	-2%	-9	-13%	-14%	4%	-29%	-1.7	8%
COc1ccc(CNCCc2ccc(Cl)cc2)cc1OCc1ccccc1	-1%	11	8%	-19%	-6%	29%	-2.8	-4%
COc1ccccc1C(C)NC(=O)c1ccccc1SCC(=O)N1CCCC1 (stereo not drawn)	-10%	4	-7%	-7%	-4%	4%	-1.7	2%
COc1ccc(OC)c(C2N(c3ccc(Cl)cc3)C(=O)C3CCCN32)c1 (stereo not drawn)	-3%	1	-13%	0%	4%	27%	0.2	2%
COC(=O)c1ccc(C(=O)N2CCCC(CNC(=O)c3ccccc3Cl)C2)cc1 (stereo not drawn)	-29%[57.1 µM]	2	-5%	-19%	-5%	9%	-4.3	0%
COc1ccccc1N1CCN(C(CNS(=O)(=O)c2cc(F)ccc2F)c2cccnc2)CC1 (stereo not drawn)	-2%	0	-2%	-21%	14%	11%	-0.6	13%
CCC(C)NC(=O)c1ccc(Cl)c(S(=O)(=O)Nc2ccccc2N2CCOCC2)c1 (stereo not drawn)	-2%	1	1%	-1%	6%	18%	0.5	11%
Cc1cc(OCc2ccc(F)cc2)nc(-c2ccccc2O)n1	-4%	/	-2%	-9%	15%	18%	0.6	11%
COc1ccc(NC(=O)CCc2nnc3ccc(NCc4ccco4)nn23)cc1	-3%	-1	-7%	-7%	-9%	20%	-1.9	17%
COc1ccc(CC(=O)NCc2ccccc2F)cc1S(=O)(=O)N1CCOCC1	2%	-11	-4%	18%	3%	-4%	0.3	9%
O=C(CNCc1ccc(F)cc1)Nc1ccc(C(=O)N2CCCCC2)cc1	-31%	4	-13%	-4%	-4%	11%	-1.3	-1%
CCN1CCN(C(=O)Nc2ccccc2OC)CC1	-8%	/	-13%	-8%	-3%	-9%	-0.6	8%
COc1cc(C(=O)Nc2nccs2)ccc1OCc1c(C)noc1C	-7%	/	-3%	6%	12%	12%	-2.4	-3%
COc1nc(N)c(S(=O)(=O)c2ccccc2C)cc1C#N	7%	/	-1%	10%	-8%	11%	-3.0	-3%
C/C(=N\NC(=O)CN1CCN(Cc2ccc(C)cc2)CC1)c1ccncc1	4%	6	-13%	6%	4%	-8%	0.3	1%

One compound at a time, as listed above. Order of values: WRN helicase inh | PI5P4K alpha inh | PLK1 PBD block | EPAC1 antagonist | Abeta rescue | FUS yeast rescue | IL-2 act | EPAC1 ag
Results for COc1cc(C(=O)Nc2nccs2)ccc1OCc1c(C)noc1C : -7% | / | -3% | 6% | 12% | 12% | -2.4 | -3%
Results for CC(=O)[C@H]1CC[C@H]2[C@@H]3CCC4=CC(=O)CC[C@]4(C)[C@H]3[C@H](O)C[C@]12C : 7% | -11 | -5% | -12% | -32% | -33% | -0.3 | -22%
Results for O=C(CCSc1ccc(Cl)cc1)NC1CCCC1 : -2% | -9 | -13% | -14% | 4% | -29% | -1.7 | 8%
Results for O=C(CNCc1ccc(F)cc1)Nc1ccc(C(=O)N2CCCCC2)cc1 : -31% | 4 | -13% | -4% | -4% | 11% | -1.3 | -1%

Carrying on.
SMILES	WRN helicase inh	PI5P4K alpha inh	PLK1 PBD block	EPAC1 antagonist	Abeta rescue	FUS yeast rescue	IL-2 act	EPAC1 ag
O=C(Cn1cc([N+](=O)[O-])cn1)Nc1ccccn1	-4%	/	-6%	15%	-10%	-1%	-1.5	4%
N#CC1=C(N)C(C#N)(C#N)[C@H](c2cccnc2)[C@H]2CN(C(=O)OCc3ccccc3)CC=C12	-14%	-1	?	-11%	-6%	-15%	0.1	13%
COc1cc(NC(=O)CN2CCC(C(N)=O)(N3CCCCC3)CC2)c(OC)cc1Cl	1%	4	-6%	-2%	3%	15%	-4.2	-2%
COc1cccc(NC(=O)COC(=O)CNC(=O)C2CCCCC2)c1	-3%	-3	2%	2%	-5%	2%	1.2	9%
O=C(NCc1ccccc1)C(=O)Nc1cccc(C(=O)O)c1	0%	-13	-4%	-16%	6%	-7%	-2.1	13%
c1ccc(COCCCn2cc(-c3ccccc3)nn2)cc1	-5%	-3	7%	-3%	4%	-3%	-0.4	-17%
O=C(NCc1cccnc1)c1ccc(COc2ccccc2Cl)o1	-5%	2	-5%	-16%	-2%	23%	0.6	8%
O=C(O)/C=C/C(=O)Nc1ccc(OC(F)(F)F)cc1	-5%	3	-17%	-15%	9%	-18%	-2.9	5%
COc1ccc(O)c(C(=O)c2cnc3nc4ccccc4n3c2)c1	-24%	-18	-4%	4%	-4%	23%	-0.1	2%
COc1cc(OC)cc(-c2c(C#Cc3ccsc3)c3cc(-c4cccc5[nH]ccc45)ccc3n2C)c1	3%	-1	7%	4%	0%	-4%	-2.5	-13%
CC(=O)c1sc2c(c1N)c(=O)[nH]c(=O)n2-c1ccccc1	-5%	-13	-9%	-21%	-10%	37%	-4.4	5%
Oc1ccc(Cl)cc1N=Nc1ccccc1	-1%	16	0%	-1%	-7%	-15%	-0.4	-1%
CCOc1ccc(-c2cccc(NC(=O)c3cccs3)c2)nn1	-7%	10	-2%	-14%	1%	16%	0.6	11%
Cc1ccc(C(=O)N[C@H](C(=O)Nc2cccc(S(=O)(=O)N3CCOCC3)c2)C(C)C)cc1	-8%	5	2%	-2%	4%	-6%	0.4	6%
O=C(NCc1cnc2ccccn12)C1CCC(=O)N(Cc2ccccc2F)C1 (stereo not drawn)	-20%	0	3%	30%	3%	/	-2.3	-5%
COc1cc2c(cc1OC)/C(=C/C(=O)c1ccccc1)NCC2	0%	5	0%	-4%	?	10%	-1.4	5%
CN(CC(=O)Nc1ccc(F)cc1)C(=O)c1cc2c(s1)CCCCC2	1%	-1	5%	-19%	-7%	-11%	-0.3	-5%
O=[N+]([O-])c1cc(S(=O)(=O)N2CCOCC2)ccc1OCc1ccccc1C(F)(F)F	-4%	-1	1%	1%	1%	-5%	-0.4	-10%
COc1ccc(-c2cc(C(=O)Nc3ccc(C(N)=O)cc3)c3ccccc3n2)cc1	1%	-7	4%	-18%	12%	1%	-0.6	4%
COc1cccc(Cn2cnc(-c3ccccc3OC)c2-c2cc(C)cc(C)c2)c1	-6%	6	3%	-12%	-5%	20%	-0.8	-5%
COc1ccc(-n2c(CCC(=O)O)ccc2-c2ccccc2)cc1	13%	-2	-2%	-15%	9%&29%	-11%&15%	-1.3	4%
O=S(NCc1ccccc1)C12CC3CC(CC(C3)C1)C2 (stereo not drawn)	-4%	/	-26%	7%	3%	-8%	0.4	5%
O=C(NC(=S)Nc1ccc(N2CCCC2)cc1)c1ccc(F)cc1	2%	-4	6%	0%	-6%	15%	0.6	1%
COCCCNC(=O)Cn1c(=O)n(CCCCCC(=O)NCc2ccc3c(c2)OCO3)c(=O)c2sccc21	6%	9	-3%	7%	-4%	17%	0.0	7%
COCC(C)n1c(COc2ccccc2F)nnc1SCc1c(C)noc1C (stereo not drawn)	-4%	-4	0%	5%	4%	14%	9.0	6%
O=C(C1COc2ccccc2O1)N1CCN(c2nc3ccc([N+](=O)[O-])cc3s2)CC1 (stereo not drawn)	-9%	-3	-4%	1%	10%	-6%	-1.7	0%
O=C(NCc1ccco1)c1nc(-c2ccc(F)cc2)no1	-29%[57.1 µM]	3	-4%	6%	-21%	18%	-0.7	2%
CCC1(CC)Cc2ccccc2C(Nc2c(C)n(C)n(-c3ccccc3)c2=O)=N1	5%	-5	-6%	-5%	8%	-17%	-0.4	-1%
Cc1ccc(-n2c(P(C)(=O)O)nc3ccccc32)cc1	-4%	2	-6%	4%	-6%	13%	0.0	6%
CCS(=O)(=O)c1ccc(O)c(NC(=O)COc2ccccc2)c1	-8%	-2	1%	18%	10%	/	-0.6	-10%
Cc1ccc(S(=O)(=O)N2CCN(C)CC2)cc1[N+](=O)[O-]	-2%	/	-6%	1%	12%	12%	-2.3	3%
COC(=O)[C@@]1(C)[C@H]2C(=O)N(C)C(=O)[C@H]2[C@H]2CN=C(SCc3ccccc3)N21	5%	4	-4%	6%	8%	-25%	0.5	-4%
CC1=C(c2ccccc2)C(O)(c2ccccc2)C(C)C1=O (stereo not drawn)	1%	1	-3%	-24%	13%	-4%	-0.7	1%
Cc1[nH]n(-c2ccccc2)c(=O)c1/C=N/N(C)c1ccccc1	-10%	-7	-12%	2%	5%	/	-0.3	-5%
CCCC(=O)N1CCCC(C(=O)c2ccc(OC)c(OC)c2)C1 (stereo not drawn)	0%	4	-5%	0%	4%	0%	-1.1	8%
CC1(C(=O)NS(=O)(=O)c2cccc(Cl)c2)CCN1C(=O)CCc1ccccc1 (stereo not drawn)	-6%	-5	-10%	?	-6%	-7%	0.5	-5%
O=C(C[C@H]1C[C@H](C(=O)N2CCCCC2)[C@@]2(CCc3ccccc3)c3[nH]c4ccc(Cl)cc4c3CCN2C1=O)NCCN1CCOCC1	-6%	11	-3%	1%	2%	-8%	-0.6	7%
O=C(C1CCC1)N1CCCc2cc(S(=O)(=O)N3CCN(c4ccccc4)CC3)ccc21	12%	-6	-1%	-12%	10%&6%	16%&19%	-4.6	6%
CC1(C)Cc2c(C#N)c(N3CCOCC3)nc(Cc3ccccc3)c2CO1	-32%[57.1 µM]	12	-12%	25%	15%	-6%	-1.4	-4%
O=C1NC[C@H](CCCCN2C[C@H](Cc3ccccc3)N(Cc3ccccc3)C(=O)C2=O)N(CC2CCCCC2)C1=O	-4%	2	-8%	-6%	-3%	16%	-0.8	1%
NC(=O)C(c1ccc(Br)cc1)c1ccc(C(=O)c2ccccc2)cc1 (stereo not drawn)	-1%	12	-4%	-4%	16%	39%	-0.6	7%
Cc1cc(NS(=O)(=O)c2ccc(NC(=O)c3ccc([N+](=O)[O-])c(Cl)c3)cc2)no1	-29%	2	-17%	-16%	-14%	/	0.1	-7%

Compound activity from PubChem BioAssay.
